Source: PubChem
PostGolgi ctrl: yeast control strain growth, post-Golgi counter-screen; efflux-deficient yeast background strain, growth absorbance A615, 16 h; inhibition, % at 10 µM; 98,000 compounds, 5% hits; AID 738
Pyk2 oligo antag: Pyk2 (human) oligomerization antagonism. z-score (the deposit names both 25 µM and 10 µM). 99,000 compounds, 0.83% hits. Q293 cells, Pyk2 FERM NanoBiT luminescence; stronger effect = lower value. Q14289;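 active means Z-score of -3 or lower, scaled per plate to the spread of control and sample wells; inactive means z-score above -3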;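 further: negative z-score means lost luminescence so less FERM oligomerization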
CYP2C9 act: activators of human CYP2C9; P11712; recombinant CYP2C9, luciferin-H conversion, luminescence; stronger effect = higher value; factor 1 = untreated enzyme, 0 = blocked; activation factor at 5 µM; 96,000 compounds, 1.4% hits;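 active means activation factor of 2 or more for CYP2C9 at a 5 µM dose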;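 further: 0 = sulfaphenazole-blocked wells and 1 = vehicle-only wells; values of inactives mirror those of a sister screen read the other way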
Target sequence (P11712 whole entry, looked up): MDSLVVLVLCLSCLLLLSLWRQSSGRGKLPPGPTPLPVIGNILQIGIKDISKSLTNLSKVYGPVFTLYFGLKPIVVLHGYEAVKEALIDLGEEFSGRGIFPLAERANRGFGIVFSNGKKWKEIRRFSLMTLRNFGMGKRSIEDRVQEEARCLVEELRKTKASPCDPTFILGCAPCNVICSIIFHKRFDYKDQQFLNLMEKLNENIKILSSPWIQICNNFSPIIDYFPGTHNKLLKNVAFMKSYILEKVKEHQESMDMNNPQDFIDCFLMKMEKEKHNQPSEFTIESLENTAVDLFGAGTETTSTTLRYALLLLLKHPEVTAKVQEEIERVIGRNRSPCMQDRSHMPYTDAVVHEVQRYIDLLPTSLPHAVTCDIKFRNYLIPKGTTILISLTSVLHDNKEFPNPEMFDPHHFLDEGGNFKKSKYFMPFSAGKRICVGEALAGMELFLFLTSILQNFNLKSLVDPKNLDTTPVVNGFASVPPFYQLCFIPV
CYP2C9 inh: blocks human cytochrome P450 2C9. 96,000 compounds, 20% hits. inhibition, % at 5 µM. AID 777. P11712. CYP2C9 Supersomes, luciferin-H conversion, luminescence;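 active means blocking of liver enzyme CYP2C9 beyond about 50% at 5 µM, limit read from the data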; further: values of inactives mirror those of a sister screen read the other way
LYP act: activators of human LYP (PTPN22) phosphatase; Q9Y2R2; recombinant LYP, DiFMUP fluorescence; 0 = plate median, 100 = signal doubled; activation, % at 2 µM; 96,000 compounds, 0.11% hits; AID 697;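 active means activation at 2 µM above a set limit, the mean plus 5 SD, cut at about 37% in these data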
PostGolgi yeast: growth inhibition of a yeast mutant, post-Golgi transport screen; 98,000 compounds, 0.9% hits; inhibition, % at 10 µM; post-Golgi transport phenotypic cell assay;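 further: yeast cells grown in 1536-well plates; yeast grown about 18 h at 30C before absorbance read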
E coli WT exp: blocks growth of wild type E. coli BW25113 | 98,000 compounds, 0.15% hits | OD600 absorbance | growth inhibition, % at 100 µM;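 active means growth inhibition above about 50% at one test dose, limit read from the data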;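 further: growth measured after 20 h incubation at 37 °C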
PTPN22 inh 2: blocks human PTPN22 phosphatase activity. Q9Y2R2. recombinant LYP catalytic domain, DiFMUP fluorescence. inhibition, % at 2 µM. 96,000 compounds, 0.21% hits. AID 640;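 active means inhibition at 2 µM at or above a set limit, the screen mean plus 3 SD, cut at about 24% in these data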;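 further: 0% = DMSO with enzyme and 100% = enzyme fully blocked by orthovanadate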
DAT uptake mod: human DAT dopamine uptake with cocaine, either direction; Q01959; LLC-PK1 hDAT cells, [14C]-dopamine uptake with cocaine IC80; actives deviate in either direction; B-score at 10 µM; 110,000 compounds, 1.3% hits; AID 449768;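 active means Z score or B-score, a plate-position-corrected score, falls beyond the plate's 99.7% confidence bounds, in either direction; inactive means both scores lie inside the 99.7% bounds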;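 further: scored against the spread of the other compound wells on the same plate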
* hit, by the source's call; nt = no result given. Unless noted, no stated cut-off is given here; in the data, active means inhibition above about 30%; inactive means the rest.

SMILES,DAT uptake mod,Pyk2 oligo antag,LYP act,CYP2C9 inh,E coli WT exp,PostGolgi yeast,PTPN22 inh 2,PostGolgi ctrl,CYP2C9 act
COc1ccc(N2C(N)=NC(N)=NC2(C)C)cc1,nt,-0.48,0,-12,2,6,1,-4,1.1
CCOC(=O)CCSc1nc(C(C)(C)C)cc(C(F)(F)F)c1C#N,-0.8,0.46,0,nt,nt,nt,2,nt,nt
Cc1ccc(NS(=O)(=O)c2ccc3c(c2)c(=O)n(C)c(=O)n3C)cc1F,-0.31,-0.24,8,92*,7,-7,-6,8,0.1
CCc1nnc(NC(=O)CSc2nnc(Cc3ccccc3)n2-c2ccccc2)s1,1,-0.94,12,49,-4,-4,-14,0,0.5
CCC(C)Sc1nc2c(c(=O)[nH]c(=O)n2C)n1CC(O)COc1ccccc1C (centres undefined),-0.29,-1.3,-16,nt,nt,nt,17,nt,nt
CC1(C)OC(=O)C(=CNC(Cc2c[nH]c3ccccc23)C(=O)O)C(=O)O1 (centres undefined),0.32,-0.3,8,13,2,-7,-11,-7,0.9
Cc1ccsc1C(=O)NNC(=S)NCC(C)C,0.38,0.12,-5,28,7,4,8,4,0.7
COc1ccc(CCNC(=O)N2c3ccccc3Sc3ccccc32)cc1,-0.73,-2.3,6,nt,nt,nt,0,nt,nt
Cc1ccc(NC(=O)C2C(c3ccccc3)C2(Cl)Cl)c(C)c1 (centres undefined),nt,-1.2,1,52*,-10,-16,-2,20,0.5
Clc1ccccc1CSc1cc2c(nn1)-c1ccccc1CC2,nt,0.52,-5,-12,-21,1,7,0,1.1
O=C(C1CCN(S(=O)(=O)N2CCOCC2)CC1)N1CCOCC1,-1.1,0.01,1,-4,-7,0,-2,31*,1
O=C(CCN1c2ccccc2Sc2ccccc21)OCC(=O)N1CCN(C(=O)c2ccco2)CC1,-1.1,2,12,50,-25,-6,-15,13,0.5
Brc1ccc(/C=N/Nc2ncnc3c2cnn3Cc2ccccc2)cc1,nt,-1.2,-2,-5,-15,5,7,-13,1
O=S(=O)(CCSc1ccccn1)c1nc2ccccc2s1,-0.15,1.2,-7,-43,15,-7,6,25,1.4
CSc1ccccc1NC(=O)CSCc1ccccc1Br,nt,-1.1,-1,-7,-3,-7,5,17,1.1
CCN(CC)C(=O)CSc1nc2ccccc2c(=O)n1OC(C)C,0.12,0.32,-8,58*,-6,0,11,14,0.4
OCCN1CCN(Cc2cc(Cl)c3cccnc3c2O)CC1,0.92,0.04,3,16,21,-1,-2,-1,0.8
COc1cc(OC)cc(C(=O)N2CCN=C2SCc2cccnc2)c1,1.6*,nt,-8,90*,-3,4,5,-1,0.1
CC(C)c1nccn1CCC(=O)O,-0.01,0.22,4,-33,-6,0,-2,7,1.3
CCCN1CCN(CCCNC(=O)Cn2nc(-c3ccccc3)ccc2=O)CC1,-0.82,0.17,-10,2,-7,-2,11,-1,1
CCc1cccc(CC)c1NC(=O)CN1CCN(c2ccccc2)CC1,-0.69,-0.42,8,83*,-7,-2,-9,23,0.2
O=C(c1ccccc1)c1ccc(OCC(O)CN2CCN(Cc3ccccc3)CC2)cc1 (centres undefined),-0.21,0.9,2,36,11,8,1,3,0.6
O=C(c1ccc2ccccc2c1)c1c[nH]cc1-c1ccccc1,0.47,-2.4,-4,nt,nt,nt,5,nt,nt
O=S(=O)(c1ccc(Cl)cc1Br)N1CCCCC1,-0.32,-0.02,8,-85,10,-6,-12,6,1.8
CCOC(=O)c1sc(NC(=O)CCCCCN2C(=O)c3cccc4cccc(c34)C2=O)nc1C,-0.0054,1.2,10,18,-6,-10,-6,-11,0.8
COc1ccc(-c2nn(-c3ccccc3)cc2C#N)cc1,-0.47,-0.04,18,12,0,1,-20,12,0.9
C/C(=N\O)c1c(C)c2ccccc2n1C,-1,-0.32,7,-34,5,-8,-9,27,1.3
CCC(C(=O)O)n1c(C(F)(F)F)nc2ccccc21 (centres undefined),2.1,-0.01,-1,-19,9,-8,0,16,1.2
CCOc1ccc(OCC)c(S(=O)(=O)N2CCCCC2)c1,0.00067,-1.1,nt,40,-5,-1,nt,10,0.6
Fc1ccc(C[n+]2csc3ccccc32)cc1,0.068,0.44,-12,60*,3,13,14,14,0.4
O=C1CC(N2CCOCC2)C(=O)N1c1ccccc1Cl (centres undefined),-0.57,0.15,8,-8,3,10,-12,21,1.1
Cc1c(O)cc2n(c1=O)-c1ccc(Cl)cc1C2(C)C,0.43,-0.49,-3,nt,nt,nt,4,nt,nt
COc1ccc(N(CC(=O)Nc2ccc3c(c2)OCCO3)S(=O)(=O)c2c(C)nn(C)c2C)cc1,nt,nt,-6,74*,4,-9,4,-4,0.3
CC1=CCC2(CO)COC(c3ccccc3O)C1C2 (centres undefined),0.13,-1.1,nt,12,11,-19,nt,4,0.9
Cc1c(O)ccc(C(=O)CN2C(=O)c3ccccc3C2=O)c1O,-0.35,-0.65,-11,23,-1,-13,11,-6,0.8
CCOC(=O)c1c(C)nc2c(c1-c1ccc(OC)cc1)C(=O)CC(C)(C)C2,0.92,-1.1,4,18,-3,9,2,22,0.8
COc1ccc(-c2cc(C(F)(F)F)nc(NCc3ccco3)n2)cc1OC,-1.3,0.02,3,7,1,0,-5,1,0.9
COc1ccc(-c2cc(C(F)(F)F)nc(SCCC(=O)N3CCN4CCCC4C3)n2)cc1 (centres undefined),-0.76,-0.48,-8,14,2,2,11,10,0.9
CC(C)COc1ccc2[nH]c3c(c2c1)CCCC3=O,1.9,-0.95,-5,-1,-2,-8,7,15,1
C=CCn1c(COc2ccccc2)nnc1SCC(=O)C(C)(C)C,-0.27,0.55,4,44,8,-2,-1,0,0.6
CC(=O)C1=C(O)C(=O)N(c2nccs2)C1c1ccccc1 (centres undefined),-1.1,0.5,14,18,-2,-10,-12,3,0.8
COc1cc2oc3ccccc3c2cc1N(CC(=O)N(C)C)S(=O)(=O)c1ccc(C)cc1,2.5,-0.36,1,63*,-11,-3,2,16,0.4
O=C(/C=C/c1ccccc1)NCCSc1ccc(Cl)cc1,-0.015,1.8,4,-53,1,1,-1,7,1.5
Cn1cc(C(=O)Nc2ccc(F)c(F)c2)cn1,0.26,0.79,14,-13,15,-4,-11,-2,1.1
Cc1ccc2nc(NCC(=O)O)nc(-c3ccccc3)c2c1,0.078,0.2,-1,12,-1,-3,6,5,0.9
COc1ccc(C)cc1S(=O)(=O)N1CCC(C(=O)N2CCOCC2)CC1,0.16,0.2,-6,-13,9,-5,6,4,1.1
CN(Cc1cnn(C)c1)C(=O)c1cc2ccccc2oc1=O,0.083,1.1,12,-11,0,-7,-13,6,1.1
O=C(C1Cc2ccccc2CN1S(=O)(=O)c1ccc(F)cc1)N1CCOCC1 (centres undefined),0.71,0.01,12,8,-3,0,-11,8,0.9
Cc1cc(C(=O)OCC(=O)Nc2ccc(F)cc2F)c(C)o1,0.79,0.09,3,27,3,2,-3,4,0.7
O=C(CCCCCN1C(=O)c2ccccc2C1=O)Nc1ccc2c(c1)OCCO2,0.14,-0.98,0,76*,-10,2,-2,-3,0.2
CCC(=O)Nc1ccc(NC(=O)c2c(C)nc3ccccn23)cc1,nt,-0.55,-2,5,4,20,1,9,0.9
Cn1c(C(=O)N2CCN(C(=O)c3ccco3)CC2)cc2c(=O)n3ccccc3nc21,0.15,0.62,2,6,-4,0,-1,7,0.9
CCn1c(CN2CCCCCC2=O)nnc1SCc1cnc(-c2ccccc2)s1,0.82,0.38,4,32,4,-3,-5,13,0.7
O=C(CSc1ncccn1)N1CCN(Cc2ccccc2)CC1,1.2,-0.11,-7,nt,nt,nt,4,nt,nt
Cc1cc(Br)ccc1OCC(=O)N1CCCCCC1,-0.89,1.5,-2,6,3,1,4,6,0.9
CCCc1[nH]nc2c1C(Cc1ccccc1)C(C#N)=C(N)O2 (centres undefined),-0.36,-0.26,-3,6,6,-1,2,2,0.9
CCOC(=O)CCC(=O)N1CCNC(=O)C1,-0.42,nt,nt,28,-1,17,nt,-10,0.7
O=S(=O)(Nc1ccc2c(c1)OCO2)c1ccccc1,0.12,-0.78,5,88*,9,3,-3,-13,0.1
CC(C)c1nnc(NC(=O)CSc2nc3ccccc3s2)s1,0.3,-0.52,9,43,-13,-9,-10,5,0.6
Cc1ccc2[nH]c(=O)c(CN(C)C(=O)c3ccccn3)cc2c1,0.35,0.71,-3,-12,-3,-3,1,-10,1.1

Single entries from above.
E coli WT exp result of COc1ccc(-c2cc(C(F)(F)F)nc(NCc3ccco3)n2)cc1OC → 1
PostGolgi yeast result of COc1cc2oc3ccccc3c2cc1N(CC(=O)N(C)C)S(=O)(=O)c1ccc(C)cc1 → -3

Other records:
SMILES,DAT uptake mod,Pyk2 oligo antag,LYP act,CYP2C9 inh,E coli WT exp,PostGolgi yeast,PTPN22 inh 2,PostGolgi ctrl,CYP2C9 act
Clc1ccsc1-c1ccc2ccccc2n1,0.26,0.32,8,2,8,5,-7,0,1
CC1(C)NC(=O)N(CCCCOc2ccc(Cl)cc2)C1=O,-1,-0.26,2,44,4,0,-1,17,0.6
COc1ccc(/C=c2/sc3n(c2=O)NC2(c4ccccc4)N(C)C(=O)N(C)C2(c2ccccc2)N=3)cc1 (centres undefined),1.1,-0.54,-2,60*,-10,-3,4,8,0.4
CCC(C)[C@@H](C(=O)NCC1CCC(C(=O)O)CC1)n1nnc2ccccc2c1=O (some centres undefined),nt,nt,1,22,7,5,0,13,0.8
Cc1occc1-c1nnc(SCC(=O)Nc2nc3ccccc3s2)o1,0.1,1.3,6,75*,-4,0,-3,-5,0.2
Cc1ccc(C)c(/C(O)=C2/C(=O)C(=O)N(CCN3CCOCC3)C2c2ccco2)c1 (centres undefined),0.045,0.73,-7,-20,-3,2,5,26,1.2
COc1ccccc1-c1cc(C(=O)Nc2cc(C)on2)no1,0.18,-0.28,11,-92,-7,-2,-12,-1,1.9
